TRPML3 ag = human TRPML3 channel agonists, primary screen, cell-based, HEK293 TRPML3-YFP, Fluo-8 calcium fluorescence, 3 µM | actives 0.29% (n = 220,000) | activation, % at 3 µM | 100% = the carbachol control signal | AID 1448, 2008;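 active = activation above its plate's cutoff, the mean activation of the plate's test wells plus 3 SD, cut at about 12% in these data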;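 note: 0% = DMSO only wells and 100% = carbachol wells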
Target sequence (Q8TDD5 whole entry, looked up): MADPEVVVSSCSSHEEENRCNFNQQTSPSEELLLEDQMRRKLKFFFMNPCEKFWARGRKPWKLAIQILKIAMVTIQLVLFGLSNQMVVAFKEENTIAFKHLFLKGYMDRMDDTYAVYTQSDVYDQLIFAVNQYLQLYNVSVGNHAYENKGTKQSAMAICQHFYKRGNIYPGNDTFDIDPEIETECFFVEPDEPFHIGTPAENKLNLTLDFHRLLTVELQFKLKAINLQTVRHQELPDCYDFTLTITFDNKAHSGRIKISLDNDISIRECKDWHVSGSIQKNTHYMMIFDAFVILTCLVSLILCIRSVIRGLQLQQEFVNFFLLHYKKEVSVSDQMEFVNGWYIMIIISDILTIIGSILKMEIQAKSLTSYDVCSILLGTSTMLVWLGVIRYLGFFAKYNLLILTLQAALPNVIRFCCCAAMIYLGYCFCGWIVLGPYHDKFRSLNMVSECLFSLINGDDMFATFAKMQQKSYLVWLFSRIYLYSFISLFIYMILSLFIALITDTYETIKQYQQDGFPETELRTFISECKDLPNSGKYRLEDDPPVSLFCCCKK
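Material: TRPML3-YFP stable HEK293 cells | Dosing: One concentration, 3 µM nominal, 0.3% DMSO | Timing: 125 s total fluorescence read per well | Technique: Fluo-8 calcium dye fluorescence, ex 470-495, em 515-575 nm | Measure: Percent activation from peak-to-basal fluorescence ratio, scaled between DMSO and carbachol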
CHOP inhibitor = inhibitors of CHOP promoter induction, primary screen, cell-based, unfolded protein response, luciferase reporter; inhibition, % at 10 µM; CHO-K1 CHOP-promoter luciferase, tunicamycin-induced, 15-18 h; actives 3.8% (n = 220,000);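 active = compounds that reduced the stress-induced luciferase reporter signal by more than about 70% of percent inhibition, limit read from the data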;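 note: 0% = tunicamycin plus vehicle and 100% = wells without tunicamycin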
NPY1 pot ag = NPY-Y1 receptor potentiators or agonists, primary screen, cell-based. activation, % at 3.6 µM. AID 1304, 2008. actives 0.37% (n = 220,000). Neuropeptide Y receptor type 1 (Homo sapiens), P25929. NPY-Y1 expressing cells, potentiator/agonist activation; in the data active = activation above about 33%, passing the limit was not always enough;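 note: cells stimulated with NPY at EC10 then isoproterenol at EC100; 0% = low agonist plus stimulus and 100% = saturating agonist plus stimulus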
PPC-1+TRAIL kill = compounds killing PPC-1 cancer cells with TRAIL present, primary screen, TRAIL potentiator project, ATPLite luminescence, uHTS | PPC-1 cells + TRAIL, ATPLite viability luminescence | cell killing (% activity), % at 4 µM | actives 0.41% (n = 220,000);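 active = cell killing above 50% in the first pass at 4 µM, then a duplicate retest at 5 µM averaging 50% or more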;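 note: plate controls were cells with TRAIL plus DMSO for no effect and medium-only wells lacking cells for full effect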
TRPN1 ag = zebrafish TRPN1 channel agonists, primary screen, cell-based, HEK293, calcium fluorescence; transient receptor potential cation channel N1 (TRPN1/NompC), Danio rerio; HEK293 zebrafish TRPN1-YFP, Fluo-8 calcium fluorescence; 100% = response to 87 µM carbachol; activation, % at 3 µM; actives 0.18% (n = 220,000);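 active = activation above its plate's cutoff, the mean activation of test wells on that plate plus 3 SD, cut at about 19% in these data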;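 note: 0% = DMSO alone and 100% = 87 µM carbachol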
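Material: zebrafish TRPN1-YFP in HEK293 cells. Doses: one dose of 3 µM, 0.3% DMSO. Incubation: dye 1 h 37 °C plus 30 min RT. Measured by: intracellular calcium fluorescence with Fluo-8.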
NPY Y1 blocker = NPY-Y1 receptor antagonists, primary screen, cell-based; Neuropeptide Y receptor type 1 (Homo sapiens), P25929; actives 1% (n = 200,000); HEK293-CNG Y1 cells, membrane potential fluorescence; NPY at EC95, then isoproterenol; inhibition, % at 3.6 µM;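 active = inhibition above the campaign mean inhibition of all tested compounds plus 3 SD, cut at about 20% in these data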;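 note: 0% = DMSO wells given NPY plus isoproterenol and 100% = isoproterenol alone without NPY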
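Assay system: HEK293 cells with Y1 receptor plus CNG channel | Probe or stimulus: NPY (25 nM), isoproterenol (1 µM), Ro 20-1724 (25 µM) | Timing: Compound incubation 1 h at room temperature, readout 45 min post-stimulation | Measured by: Membrane-potential fluorescent dye readout | Benchmarks: High control isoproterenol alone, low control NPY with isoproterenol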
PGE2 EP2 inh = human EP2 receptor antagonists, primary screen, TR-FRET cAMP, C6 glioma cells; C6 glioma cells expressing human EP2; cells stimulated with saturating PGE2; inhibition, % at 25 µM; Prostaglandin E2 receptor EP2 subtype (Homo sapiens), P43116; actives 0.52% (n = 260,000);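 active = percent inhibition above 40 after rounding to a whole number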;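 note: rat C6 glioma host cells with rolipram phosphodiesterase inhibitor present; the protocol text gives 20 µM as final concentration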
EP2 mod = EP2 receptor modulators, cAMP readout, primary screen, cell-based, HTRF cAMP, PGE2 stimulation; EP2-expressing cells, cAMP HTRF FRET, PGE2 co-stimulation; induction, % at 25 µM; AID 940, 2007; actives 0.83% (n = 260,000);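 active = compounds whose cAMP rise, as percent of the full-agonist control response, exceeds 60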;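 note: rat C6 glioma line stably carrying human EP2 under a CMV promoter; the protocol text gives 20 µM as final concentration; 100% = response of wells given 1 µM PGE2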
14-3-3 Bad inh = inhibitors of 14-3-3 zeta/Bad binding, primary screen, biochemical, TR-FRET, bovine 14-3-3 zeta | 14-3-3 protein zeta/delta (Bos taurus), P63103 | TR-FRET 14-3-3zeta/Dy647-pBad peptide displacement, 1 h | inhibition, % at 21.7 µM | actives 0.71% (n = 220,000) | AID 781, 2007;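 active = inhibition above about 70%, limit read from the data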;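 note: 0% = full 14-3-3 plus peptide FRET controls and 100% = background without 14-3-3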
Target sequence (P63103 whole entry, looked up): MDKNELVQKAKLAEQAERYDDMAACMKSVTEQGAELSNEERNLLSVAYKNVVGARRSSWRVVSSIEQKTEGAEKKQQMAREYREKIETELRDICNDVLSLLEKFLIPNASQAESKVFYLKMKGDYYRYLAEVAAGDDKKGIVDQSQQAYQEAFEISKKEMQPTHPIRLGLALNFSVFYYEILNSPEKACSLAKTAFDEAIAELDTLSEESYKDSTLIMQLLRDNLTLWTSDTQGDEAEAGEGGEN
* = called active by the depositor; x = no result given; [ ] = dose if it differs, or a comment. Not all compounds are listed. The share of hits here may be higher or lower than overall.

SMILES	TRPML3 ag	CHOP inhibitor	NPY1 pot ag	PPC-1+TRAIL kill	TRPN1 ag	NPY Y1 blocker	PGE2 EP2 inh	EP2 mod	14-3-3 Bad inh
COC(=O)C(C(=O)Nc1ncccn1)C1CCCCCC1 (configuration not stated)	-0.5	-9	18	-8	-1.0	-3	17	0	5[fluorescence artefact?]
O=C(NCCc1c[nH]c2ccccc12)C(=O)NCC1OCCCN1S(=O)(=O)c1ccccc1 (configuration not stated)	1.7	10	17	17	2.6	-2	13	-39	-10[fluorescence artefact?]
CC(C)(C)c1ccc(C(=O)NNC(=O)c2cccc(Br)c2)cc1	0.9	102*	12	4	2.5	4	8	11	4[fluorescence artefact?]
COc1ccc(-c2n[nH]c(C)c2-c2cnn(-c3ccccc3)c2)c(O)c1C	-0.4	99*	-8	1	-1.9	-2	6	1	14
CCOC(=O)N1CCN(C(=O)C2CCCN(S(=O)(=O)c3cccnc3)C2)CC1 (configuration not stated)	0.9	29	-4	5	-0.7	2	6	24	7
Cc1ccc(Cn2nc(C)c(NC(=O)c3nn(C)cc3Cl)c2C)cc1	0.5	-1	-5	-6	0.6	-3	3	-24	9
CCOC(=O)C1=C(C)Nc2nnnn2C1c1cccc(OC)c1OC (configuration not stated)	-0.7	17	-13	x	-0.5	0	5	19	-7[fluorescence artefact?]
COc1cccc(/C=N/NC(=O)C[n+]2ccccc2)c1O	0.4	-24	2	0	2.6	1	10	34	-11
COc1cccc(C(C(=O)Nc2ccc(F)cc2)N(C(=O)Cn2nnc3ccccc32)C2CC2)c1 (configuration not stated)	0.6	12	-8	8	0.9	0	9	-1	-4
CCCN1Cc2cccc(C(=O)Nc3ccc(C)cc3)c2C1=O	0.7	41	15	11	-0.2	6	17	13	-9
COc1ccc(CC(=O)Nc2ccc(-c3cn4cccc(C)c4n3)cc2)cc1OC	0.5	40	4	17	-0.1	6	10	-31	-10
CCCN1CCC(=O)N(CCSc2ccc(NC(C)=O)cc2)CC1	x	2	x	6	x	x	12	0	2

An excerpt from above in order of the NPY Y1 blocker value, low to high.
Compound	NPY Y1 blocker
COC(=O)C(C(=O)Nc1ncccn1)C1CCCCCC1 (configuration not stated)	-3
COc1cccc(/C=N/NC(=O)C[n+]2ccccc2)c1O	1
CCCN1Cc2cccc(C(=O)Nc3ccc(C)cc3)c2C1=O	6

New compounds follow.
SMILES	TRPML3 ag	CHOP inhibitor	NPY1 pot ag	PPC-1+TRAIL kill	TRPN1 ag	NPY Y1 blocker	PGE2 EP2 inh	EP2 mod	14-3-3 Bad inh
CCNC(=O)c1cc2ccccc2o1	1.1	19	-11	12	0.3	3	5	11	-2
O=C(CCC(=O)c1ccc(Oc2ccccc2)cc1)Nc1ccc(Cl)cc1Cl	1.5	37	-7	14	3.4	9	7	-48	1
O=C(Cn1nnc(-c2ccccc2)n1)N/N=C/c1cccc([N+](=O)[O-])c1	0.2	25	-3	20	0.7	-1	6	-1	4[fluorescence artefact?]
O=C(CCC1CCCC1)NC1CCCCC1	-0.1	14	-22	11	-0.5	0	16	1	10
COC(=O)C1C(=O)C2=C(CC1C)NC(=O)CC2c1ccc(F)cc1 (configuration not stated)	0.2	-14	-10	6	-0.1	6	7	12	-4
COc1ccc(Cc2nnc(NC(=O)Cn3cnc4c3c(=O)n(C)c(=O)n4C)s2)cc1OC	-0.6	-30	-26	24	-1.4	8	17	5	9[fluorescence artefact?]
CC(C(=O)N1c2ccccc2CCc2ccccc21)n1nnc(-c2ccc(N(C)C)cc2)n1 (configuration not stated)	0.1	28	15	-4	-2.6	10	11	13	-5
Cn1c(C(=O)Nc2ccc3c(c2)OCCO3)cc2sccc21	-0.4	-8	10	42[5 µM]	0.2	6	3	-18	-10
COc1ccc(OC)c(C(=O)CSc2nnc(Cc3cccs3)n2C)c1	-0.5	-15	7	2	1.2	11	13	-4	14
O=C(CCCCCN1C(=O)c2cccc3cccc(c23)C1=O)NCCO	1.2	-7	14	6	-0.5	-1	7	-8	5
Cc1ccc(-n2c(SCC(=O)NCc3ccco3)nc3c([nH]c4ccccc43)c2=O)cc1	-0.8	-6	-5	18	-3.4	-4	3	17	5
Cc1cccc(Oc2coc3cc(OC(=O)c4cccs4)ccc3c2=O)c1	-1.2	32	2	7	0.0	-5	19	-11	7
COc1ccc(NC(=O)Nc2ccc(C(=O)N3CCOCC3)cc2)c(OC)c1	0.8	16	0	5	0.4	-5	5	-16	-14
O=S(=O)(c1cccs1)N1CCN(CC(O)COC2CCCc3ccccc32)CC1 (configuration not stated)	2.1	24	5	11	0.9	-1	x	-7	79*
Cc1noc(C(=O)N2CC3(C)CC2CC(C)(C)C3)c1Cl (configuration not stated)	0.7	1	5	0	1.0	1	10	42	-1
O=C(CSc1nc2cc(Cl)ccc2o1)Nc1ccc(N2CCOCC2)cc1	-0.6	24	-20	-1	-0.7	0	1	-3	7
COc1ccccc1-c1c(C#N)c(SCC(=O)N2CCCC2)nc(C)c1C(N)=O	0.4	7	31	5	-0.1	-3	11	4	7
C/C(Cc1ccccc1)=N/NC(=O)CCCC(=O)N/N=C(/C)Cc1ccccc1	0.3	7	9	-4	0.4	2	4	-6	-6
Cc1cc(C(=O)CSc2nnc(-c3ccc(F)cc3)o2)c(C)n1CC1CCCO1 (configuration not stated)	0.2	93*	8	-4	1.1	3	6	-34	22
O=C(O)c1ccc(CSc2nnc(-c3ccncc3)n2-c2ccc(Br)cc2)cc1	0.8	-8	-2	25	2.2	5	1	27	-8
O=C(CCCn1c(=O)c2sccc2n(CC(=O)OCc2ccccc2)c1=O)NCc1ccco1	1.0	9	-3	0	1.0	4	6	-19	-13
Cc1ccc(C)c(NC(=O)CCC(=O)N/N=C/c2ccc3c(c2)OCO3)c1	0.7	12	5	24	-2.1	2	7	-47	-6
CCn1ncc(NC(=S)NCCc2ccccc2)c1C(N)=O	0.1	8	-7	9	1.0	3	2	-3	-7
CC1CN(C(=O)c2ccccc2NS(=O)(=O)c2cccc([N+](=O)[O-])c2)CC(C)O1 (configuration not stated)	0.4	7	-9	-27	0.1	-1	4	27	-5
Clc1nc(CN2CCCCC2)nc2sc3c(c12)CCC3	1.0	-10	-6	-13	0.4	-4	6	-17	-3
OCCC1CN(Cc2ccc(C(F)(F)F)cc2)CCN1Cc1ccccc1 (configuration not stated)	1.4	28	5	-3	1.2	2	11	-30	-13
CCOC(=O)CC1=C(C(=O)OCC)C(c2ccc(C)o2)C(C#N)=C(N)O1 (configuration not stated)	0.3	-8	-19	16	-0.8	2	25	-49	-12[fluorescence artefact?]
O=C(NCc1ccccc1)C1C2C=CC3(CN(Cc4cccnc4)C(=O)C13)O2 (configuration not stated)	0.4	14	18	24	1.7	5	8	14	3
COc1ccc(S(=O)(=O)Nc2nncs2)cc1	0.3	8	-5	19	-1.7	0	4	18	-3
O=C(Nc1nnc(C2CC2)s1)C1Cc2ccccc2CN1C(=O)c1ccco1 (configuration not stated)	-0.5	-2	5	20	1.6	9	4	10	2
CCOC(=O)N1CCC(NC(=O)c2ccc(NC(=O)C3CCCO3)cc2)CC1 (configuration not stated)	1.3	14	5	8	-0.9	2	12	-26	3
CCc1c(C(=O)Nc2ccncc2)csc1C	1.4	71*	4	22	2.0	9	9	-12	-3
Cc1nn(Cc2nnc(SCC(=O)Nc3ccc(Cl)cc3)n2C)c(C)c1[N+](=O)[O-]	0.9	10	-7	5	-0.2	x	3	33	0
COc1ccc(/C=C(\NC(=O)c2ccc([N+](=O)[O-])cc2)C(=O)N2CCOCC2)cc1	0.8	12	-17	10	1.1	-2	1	10	-4
CCc1ccccc1NC(=S)N(CCc1ccncc1)C(C)C	1.0	11	5	-4	0.0	-2	6	-6	-6
CCCCOCCCNC(=O)/C=C/c1ccccc1Cl	-0.8	x	-42	x	-0.8	12	14	x	x

The closing two records of the part before are carried over, then new ones follow.
SMILES	TRPML3 ag	CHOP inhibitor	NPY1 pot ag	PPC-1+TRAIL kill	TRPN1 ag	NPY Y1 blocker	PGE2 EP2 inh	EP2 mod	14-3-3 Bad inh
CCc1ccccc1NC(=S)N(CCc1ccncc1)C(C)C	1.0	11	5	-4	0.0	-2	6	-6	-6
CCCCOCCCNC(=O)/C=C/c1ccccc1Cl	-0.8	x	-42	x	-0.8	12	14	x	x
COc1cccc(OC(=O)N2CCOCC2)c1	1.3	-28	-1	20	-0.5	2	8	6	2
O=C(O)C1CCC(=O)N1C(=O)OCc1ccccc1 (configuration not stated)	-0.2	-2	5	0	0.6	x	14	17	5
CN(C)S(=O)(=O)c1cccc(NC(=O)COC(=O)CCSc2ccc(Cl)cc2)c1	1.1	45	-45	12	0.1	2	2	2	1[fluorescence artefact?]
O=C(CN1CCN(S(=O)(=O)c2ccc(Br)cc2)CC1)N/N=C/c1cccs1	0.1	26	-7	21	-0.2	1	9	1	-4[fluorescence artefact?]
COC(=O)C1=C(C)N(Cc2ccc(OC)cc2)C(=O)C1	-0.2	-18	-7	11	0.0	-2	-1	0	14
Cc1ccc(NC(=O)CCOc2ccccc2C)cc1F	-0.6	71*	-8	-6	-1.5	0	4	-20	-3
COC(=O)c1c(NC(=O)c2cccs2)sc2c1CCC(C)C2 (configuration not stated)	0.4	14	-26	-2	0.6	-2	10	64*	4
COc1ccc(Cl)cc1NC(=O)C(C)Sc1n[nH]c(N)n1 (configuration not stated)	0.3	10	20	-5	-0.9	-3	10	4	-2[fluorescence artefact?]
CCOc1ccccc1OCCCCCc1c(C)n[nH]c1C	0.0	40	9	-17	-0.4	-8	3	48	33
O=C(CS(=O)(=O)c1ccccc1)Nc1nc(-c2ccccc2)cs1	-0.1	40	16	-6	-1.4	8	15	-16	-7
Nc1nonc1-c1noc(CCCCCN2C(=O)c3ccccc3C2=O)n1	-0.4	31	-10	22	0.1	1	14	8	8
CS(=O)(=O)c1ccccc1COC(=O)Nc1ccc(Cl)cc1	-0.4	14	12	8	0.8	0	9	-33	-4
O=C(CSc1nc2ccc([N+](=O)[O-])cc2s1)NC1CCS(=O)(=O)C1 (configuration not stated)	0.6	-16	-6	24	0.0	-3	-2	-47	4

From PubChem
